Assay outcomes from PubChem BioAssay.
NPY2 pot ag = potentiates or activates human NPY-Y2 receptor; P49146; cells expressing NPY-Y2, potentiator/agonist read-out; activation, % at 3.6 µM; 0.45% of 220,000 active; AID 1359; in the data active = activation above about 27%;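 note: cells stimulated with NPY near EC25 plus isoproterenol at EC100; 0% = vehicle plus submaximal agonist and 100% = vehicle plus saturating agonist; some results beyond the cut were filed as inactive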
NPY-Y1 antag = blocks the human neuropeptide Y Y1 receptor | 1% of 200,000 active | inhibition, % at 3.6 µM | HEK293-CNG Y1 cells, membrane potential fluorescence; NPY at EC95, then isoproterenol | P25929 | AID 1040;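 active = inhibition above the campaign mean inhibition of all tested compounds plus 3 SD, cut at about 20% in these data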;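 note: 0% = DMSO wells given NPY plus isoproterenol and 100% = isoproterenol alone without NPY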
Target sequence (P25929 whole entry, looked up): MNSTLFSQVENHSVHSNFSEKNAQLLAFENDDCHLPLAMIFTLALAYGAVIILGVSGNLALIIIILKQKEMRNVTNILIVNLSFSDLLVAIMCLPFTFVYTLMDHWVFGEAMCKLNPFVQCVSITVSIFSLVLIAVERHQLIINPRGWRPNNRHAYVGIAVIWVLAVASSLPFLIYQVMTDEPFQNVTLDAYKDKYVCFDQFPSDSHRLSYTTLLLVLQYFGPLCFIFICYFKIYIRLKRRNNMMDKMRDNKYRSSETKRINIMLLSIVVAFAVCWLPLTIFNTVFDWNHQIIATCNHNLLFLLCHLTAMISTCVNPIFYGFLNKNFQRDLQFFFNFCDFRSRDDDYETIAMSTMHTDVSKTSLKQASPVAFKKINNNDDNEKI
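Assay system: HEK293 Y1/CNG channel cell line; Doses: single compound dose of 3.6 µM, 0.4% DMSO; Timing: dye 3 h, compound 60 min room temperature, stimulation 45 min; Technique: Membrane-potential fluorescent dye readout; Measure: % inhibition of NPY effect.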
Runt-SMMHC FRET = inhibitors of human RUNX1 Runt domain binding to CBFb-SMMHC. Cerulean-Runt/Venus-CBFb-SMMHC FRET ratio 530/480, 1 h. inhibition, % at 20 µM. 0.74% of 220,000 active;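 active = mean inhibition across duplicate retests at 20 µM reaching about 50%, limit read from the data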;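 note: 0% = DMSO wells and 100% = wells with excess untagged CBFb-SMMHC; inhibitors lower the FRET ratio by blocking Runt binding to CBFb-SMMHC; some results filed as inactive read as strong as hits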
Target sequence (Q01196 whole entry, looked up, the tested form may be a part): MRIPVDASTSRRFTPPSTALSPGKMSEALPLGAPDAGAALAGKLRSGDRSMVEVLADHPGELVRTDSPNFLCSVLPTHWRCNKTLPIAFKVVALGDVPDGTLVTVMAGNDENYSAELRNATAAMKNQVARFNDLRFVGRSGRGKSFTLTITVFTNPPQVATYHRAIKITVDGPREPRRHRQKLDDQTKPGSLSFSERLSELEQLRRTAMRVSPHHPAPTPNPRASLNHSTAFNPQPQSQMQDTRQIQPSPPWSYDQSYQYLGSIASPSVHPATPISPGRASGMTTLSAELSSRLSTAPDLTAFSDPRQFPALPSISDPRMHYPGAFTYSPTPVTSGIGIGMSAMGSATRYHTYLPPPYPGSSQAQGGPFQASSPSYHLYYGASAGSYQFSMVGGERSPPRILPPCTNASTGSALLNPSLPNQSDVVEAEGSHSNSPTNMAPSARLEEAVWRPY
Target sequence (Q13951 whole entry, looked up, the tested form may be a part): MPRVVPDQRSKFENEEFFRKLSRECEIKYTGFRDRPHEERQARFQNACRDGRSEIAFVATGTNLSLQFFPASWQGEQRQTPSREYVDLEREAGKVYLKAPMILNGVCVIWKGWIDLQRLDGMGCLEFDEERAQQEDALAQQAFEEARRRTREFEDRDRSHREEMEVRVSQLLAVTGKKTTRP
Runt-CBFb FRET = blocks binding of human RUNX1 Runt domain to CBFb. Q01196+Q13951. Cerulean-Runt/Venus-CBFb FRET ratio 530/480, 1 h. inhibition, % at 20 µM. 0.46% of 220,000 active;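 active = inhibition over about 50% at 20 µM in the single-dose screen, limit read from the data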;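 note: 0% = DMSO wells and 100% = excess unlabeled CBFb competitor control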
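Assay system: Cerulean-Runt domain / Medium: Tris 50 mM pH 7.5, KCl, K2SO4, 0.01% BSA / Timing: protein complex preformed 1 h, compound exposure 1 h, room temperature, dark / Measured by: FRET, excitation 422 nm, emission at 530 and 480 nm / Evaluation: loss of energy transfer signal / Control set: 5 µM unlabeled CBFb as full-inhibition high control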
NPY1 pot ag = human NPY-Y1 potentiation or agonism, primary screen | 0.37% of 220,000 active | P25929 | NPY-Y1 expressing cells, potentiator/agonist activation | activation, % at 3.6 µM; in the data active = activation above about 33%, passing the limit was not always enough;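 note: cells stimulated with NPY at EC10 then isoproterenol at EC100; 0% = low agonist plus stimulus and 100% = saturating agonist plus stimulus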
p97 ATPase inh = blocks human p97 ATPase activity | recombinant p97 ATPase, Kinase-Glo ATP luminescence, 3 h | inhibition, % at 8 µM | 0.42% of 220,000 active; in the data active = inhibition above about 15%;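 note: 0% = DMSO vehicle and 100% = wells lacking enzyme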
Mdm2 ligase inh = inhibitors of human Mdm2 E3 ubiquitin ligase. signal enhancement, % at 5 µM. Q00987. cell-based MDM2 ubiquitination luciferase reporter, 2 h; 0 = plate control, 100 = twice control, blank-subtracted. AID 1230. 0.11% of 210,000 active;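 active = signal enhancement of 30% or more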;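 note: luminescence tracks abundance of the self-degrading MDM2-luciferase fusion protein; higher signal means inhibition of MDM2 E3 ligase activity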
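Test system: stable mammalian line carrying autodegrading MDM2–luciferase fusion reporter; quantity: 2000 cells in each well; times: 4 h cell settling then 2 h compound exposure, 37 °C; detection: luminescence with SteadyLite reagent, 15 min at room temperature; evaluation: percent signal gain over controls, blank-subtracted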
Hck-Nef inh = blocks Nef-activated human Hck kinase. P08631. Recombinant Hck-YEEI plus Nef, Z-Lyte FRET kinase assay. inhibition, % at 20 µM. 0.68% of 220,000 active. AID 463187;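 active = Hck-Nef kinase inhibition above about 50%, limit read from the data; inactive = inhibition below that limit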;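 note: 0% = DMSO with Hck plus Nef and 100% = Hck alone without Nef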
RBBP9 inhibitor = blocks human serine hydrolase RBBP9. AID 1515. inhibition, % at 7.94 µM. 0.2% of 220,000 active. O75884. recombinant RBBP9, FP-Rh probe fluorescence polarization;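 active = inhibition above the campaign mean of all tested compounds plus 3 SD, cut at about 14% in these data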;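 note: plate controls were DMSO wells with RBBP9 for no effect and wells lacking RBBP9 protein for full effect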
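Measured by: FP readout at 525/598 nm; material: recombinant human RBBP9; also added: Serine-hydrolase probe FP-Rh, 375 nM pre-mixing; medium: Tris buffer pH 8.0, NaCl, Pluronic; replication: one well per compound; doses: one concentration, 7.94 µM nominal, 0.794% DMSO; timing: preincubation 30 min plus labeling 45 min at 25 °C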
* = called active by the depositor; nt = not tested or not shown.

SMILES	NPY2 pot ag	NPY-Y1 antag	Runt-SMMHC FRET	Runt-CBFb FRET	NPY1 pot ag	p97 ATPase inh	Mdm2 ligase inh	Hck-Nef inh	RBBP9 inhibitor
O=C(/C=C/c1ccccc1)N/C(=C/c1ccccc1)C(=O)Nc1ccccc1O	-26	3	-9	12	-3	2	5	0	-12
CC(=O)C1=C(O)C(=O)N(Cc2ccco2)C1c1ccccc1F (centres undefined)	10	-2	0	1	16	0	-8	22	-9
COC(=O)c1ccccc1NC(=O)c1cc(-c2ccc(C)cc2)on1	-18	5	-6	-1	5	1	-1	1	0
COc1ccc(S(=O)(=O)N2CCN(C(=O)NC3CCCCC3)CC2)cc1OC	5	-2	-7	-1	1	-2	-5	8	3
CC(=O)Nc1ccc(/C=N/NC(=O)CNS(=O)(=O)c2ccccc2)cc1	13	0	2	2	6	4	-5	14	-4
COc1ccc(CNCc2cccc(OC)c2OC)cc1Br	-12	3	0	0	-12	-4	2	24	-6
CC1=C(C(=O)OCC(C)C)C(c2ccsc2)NC(=O)N1 (centres undefined)	7	0	-4	-1	11	-5	-5	-1	-3
Nc1nc(-c2ccc(Cl)cc2)c(S(=O)(=O)c2ccccc2)s1	15	-3	1	-1	17	2	-7	20	-12
CC(C)(C)c1ccc(C2C(C#N)=C(N)Oc3n[nH]c(-c4cccnc4)c32)cc1 (centres undefined)	-49	nt	-1	-2	10	3	nt	16	-3
COc1ccc(/C=C/c2c([N+](=O)[O-])c(=O)n(C)c(=O)n2C)cc1OC	-4	9	-1	-2	-10	-3	-13	3	-6
CC(=O)NC1=NN(C(C)=O)C(C)(CC(=O)OC(C)(C)C)S1 (centres undefined)	11	6	4	1	-4	1	4	18	-6
CC(C)COc1ccc(C(=O)Nc2ccccc2[N+](=O)[O-])cc1	-15	11	-4	-1	0	1	-6	1	-2
NS(=O)(=O)c1ccc(CCNC(=O)Cc2ccccc2[N+](=O)[O-])cc1	-6	6	-2	3	-16	-1	-91	-29	-8
C/C(=N\NC(=O)c1cccc([N+](=O)[O-])c1)c1cccs1	-10	nt	4	2	7	2	-9	19	6
NC(=O)c1ccccc1NS(=O)(=O)Cc1ccc(Cl)cc1	-8	0	3	2	6	4	7	-1	-7

Compounds from the list above with an aryl methoxy group (3):
SMILES	NPY2 pot ag	NPY-Y1 antag	Runt-SMMHC FRET	Runt-CBFb FRET	NPY1 pot ag	p97 ATPase inh	Mdm2 ligase inh	Hck-Nef inh	RBBP9 inhibitor
COc1ccc(S(=O)(=O)N2CCN(C(=O)NC3CCCCC3)CC2)cc1OC	5	-2	-7	-1	1	-2	-5	8	3
COc1ccc(CNCc2cccc(OC)c2OC)cc1Br	-12	3	0	0	-12	-4	2	24	-6
COc1ccc(/C=C/c2c([N+](=O)[O-])c(=O)n(C)c(=O)n2C)cc1OC	-4	9	-1	-2	-10	-3	-13	3	-6

(more compounds)
SMILES	NPY2 pot ag	NPY-Y1 antag	Runt-SMMHC FRET	Runt-CBFb FRET	NPY1 pot ag	p97 ATPase inh	Mdm2 ligase inh	Hck-Nef inh	RBBP9 inhibitor
CC(C)CCSc1nc2[nH]ncc2c(=O)[nH]1	-6	2	0	-1	-14	-5	-12	12	-7
COc1ccc(CN(N=O)C2CC(=O)N(c3ccc(OC)cc3)C2=O)cc1 (centres undefined)	-23	nt	-1	0	-4	-2	-11	-6	0
CC(=O)Nc1ccc(S(=O)(=O)Nc2nc3ccccc3nc2Nc2ccc(O)cc2)cc1	10	nt	-2	1	10	5	-16	13	-2
NS(=O)(=O)c1ccc(NC(=O)N[C@@H](Cc2ccccc2)C(=O)O)cc1	14	2	1	-1	16	3	nt	0	-5
COc1ccc(C)cc1NC(=O)C(=O)NCc1ccncc1	-4	5	1	-3	-9	3	-4	2	2
CC(c1ccccc1)N1C(=O)c2ccc(C(=O)NCc3ccco3)cc2C1=O (centres undefined)	10	-3	1	-1	-23	0	2	14	-3
O=C(O)C1CCN(Cc2ccccn2)CC1	-2	0	2	2	23	5	-1	28	1
NS(=O)(=O)c1cc(C(=O)OCC(=O)c2ccccc2)c(Cl)cc1Cl	-24	-3	-4	2	8	4	-52	3	-5
c1ccc2nc(N3CCN(Cc4ccc5c(c4)OCO5)CC3)cnc2c1	-19	11	-1	0	-42	-6	-10	-10	-13
CCC1(CC)Cc2ccccc2C(Nc2c(C)n(C)n(-c3ccccc3)c2=O)=N1	4	2	-5	3	-13	-3	-7	4	-6
N#CCC(CNc1ncc(C(F)(F)F)cc1Cl)OC(=O)c1ccc(Cl)cc1Cl (centres undefined)	-17	5	-6	-4	-53	-9	-36	0	-7
CCOC(=O)c1sc(N)nc1C(C)(C)C	-5	-7	-4	3	-8	-1	-14	0	1
CCOP(=O)(OCC)C(NC(=O)Nc1ccc(C)c(Cl)c1)c1ccccc1 (centres undefined)	22	1	0	-5	15	3	-7	2	-8
CCN(CC)S(=O)(=O)c1ccc(N2CCCC2)c(NC(=O)c2ccccc2OC)c1	-26	nt	1	1	-14	0	nt	29	0
Cc1ccc(CN2C(=O)C3CCCN3c3ccc(C#N)cc32)cc1 (centres undefined)	14	7	-6	0	6	-2	-12	-2	-9
O=C(N/N=C/c1sc(N2CCOCC2)nc1-c1ccccc1)c1cccc(S(=O)(=O)N2CCOCC2)c1	-30	nt	-96	-37	11	12	-6	-20	2
O=C(CC1C(=O)NCCN1C(=O)Nc1ccccc1)Nc1ccc2c(c1)OCCO2 (centres undefined)	-3	-2	-5	3	-5	-1	-34	0	-8
Cc1ccc(N(C(=O)CCl)C(C(=O)NC2CCCCC2)c2cccnc2)cc1C (centres undefined)	11	2	1	-1	15	-3	-6	1	-9
CC(=O)NCCc1ccc(S(=O)(=O)NCc2ccc3c(c2)OCO3)cc1	-8	-4	4	2	2	2	-15	0	-6
N#Cc1cccc2cnccc12	5	-2	-2	1	-7	2	-15	-3	-2
Cc1ccc(-n2nnnc2SC(C)C(=O)Nc2ccccc2-c2ccccc2)cc1 (centres undefined)	-18	4	-3	0	-34	-8	-20	0	-13
Cc1cc(NC(=O)Cc2ccccc2)ccc1NC(=O)c1cccs1	-2	0	-5	1	4	-1	1	18	-4
COc1ccc(N2CN=C3SCC(=O)N3C2)cc1	-6	5	0	0	12	4	15	0	-5
O=C(Cn1c2[n+](c3ccc(C(F)(F)F)cc31)CCCCC2)Nc1ccc(Br)cc1	-2	0	9	1	10	3	-10	24	-2
CCC(C)c1ccccc1OCCOCCN1CCCC1 (centres undefined)	1	3	-4	-1	-10	-2	-4	2	-10
O=S(=O)(Nc1ccc2cn[nH]c2c1)c1ccc(Cl)s1	7	3	-3	-1	-5	3	-8	-10	-5
CCCCN(CC)c1nc(-c2ccncc2)nc2ccccc12	-11	6	-3	-4	-2	-1	3	2	-1
COc1cccc(C(=O)N2c3ccccc3Sc3ccccc32)c1	-6	3	-1	-1	-9	-2	-25	3	-7
COc1ccc(/C=C/C(=O)N2c3ccccc3Sc3ccc(C(F)(F)F)cc32)cc1	6	8	-3	-2	-32	-2	-9	0	-6
COC(=O)c1ccccc1NC(=O)C1CCN(C(=O)c2cc(OC)c(OC)c(OC)c2)CC1	-3	2	2	0	-15	-7	1	-10	-8
COCCn1c(SCC(N)=O)nnc1-c1c[nH]c2ccccc12	15	-8	-3	0	10	7	-11	8	-2
COc1ccc([N+](=O)[O-])cc1N(CC(=O)N1CCOCC1)S(C)(=O)=O	-5	5	-3	2	8	2	-14	6	-7
O=C(Cc1cccs1)N1CCCC(c2nc(-c3ccc(S(=O)(=O)N4CCCC4)cc3)no2)C1 (centres undefined)	-4	-9	-1	0	-3	-5	3	2	-8
Cn1c(N)c(C#N)c2c(c1=S)COC(C)(C)C2	8	5	11	9	18	4	-7	-22	-1
O=c1c(Cl)c(Cl)cnn1Cc1nnc(-c2ccccc2Br)o1	-5	-2	-2	-2	-3	10	9	27	1
CCc1ccc(C2C(C#N)=C(N)SC(N)=C2C#N)cc1	6	-2	28	12	-4	-2	-16	1	-11
CC1CCN(C(=O)CSc2nnc(-c3ccncc3)n2C)CC1	13	1	3	-2	5	3	-10	-4	-2
COc1ccccc1NC(=O)CSc1nnc(CSc2nc(C)cc(C)n2)o1	5	1	4	-1	5	4	-7	17	2
O=C(CN1CCN(c2ccc(F)cc2)CC1)NC(=O)NCc1ccco1	-4	-2	-5	1	0	2	-23	28	-5
C=C(C)Cn1c(-c2ccccc2)nc2ccccc21	-6	4	-6	-1	-27	-8	-12	2	0
COC(=O)C1CCN(C(=O)/C=C/c2ccc(OC)cc2)CC1	0	1	2	2	-17	3	-18	-1	0
Cc1ccc(S(=O)(=O)N2CCN(C(=O)c3ccccn3)CC2)cc1	-8	-2	1	0	8	0	-7	24	0
Cc1cccc(NC(=O)CSc2nnnn2C)n1	-12	-1	-1	-3	12	2	-4	2	-4
COc1ccc(/C=C/C(=O)NC(=S)N2CCN(c3ccccc3OC)CC2)cc1	-19	nt	1	0	-3	-8	-5	-6	-7
COc1ccccc1/C=C(/C(=O)OCC(=O)Nc1ccccc1C(C)C)c1ccccc1	-6	3	-1	-2	2	-3	-3	9	-5
Cc1ccc(S(=O)(=O)N2CCCC2C(=O)OCc2ccccc2)cc1 (centres undefined)	10	5	1	-3	11	4	-7	3	-4
CCN(C(=O)COC(=O)COc1ccc2c(C)cc(=O)oc2c1)C1CCS(=O)(=O)C1 (centres undefined)	7	-4	1	0	6	2	3	15	-3
CC1CCN(C(=O)c2scc3c2OCCO3)CC1	-2	-5	1	-1	-12	1	-18	0	4
Cc1ccc(NNc2c(C)nc3ccccc3nc2=O)cc1	10	7	-26	-5	9	6	-1	149*	-5
Cc1cccc(C)c1N=C1NN=C(c2ccccc2F)CS1	-3	3	-3	0	3	1	11	3	-3
CN(C)S(=O)(=O)N(CC(=O)N1CCOCC1)c1ccccc1	-3	1	1	-1	-4	5	-22	1	4
O=C(NCCCn1ccnc1)c1cccc(S(=O)(=O)Nc2ccccc2F)c1	10	-5	4	0	2	4	-4	1	-4
COc1ccc(Cl)cc1NS(=O)(=O)c1cc(Cl)ccc1OC	33*	-6	-5	1	43	-1	-13	1	7

Some of these compounds in order of count of non-hydrogen atoms, rising.
SMILES	NPY2 pot ag	NPY-Y1 antag	Runt-SMMHC FRET	Runt-CBFb FRET	NPY1 pot ag	p97 ATPase inh	Mdm2 ligase inh	Hck-Nef inh	RBBP9 inhibitor
CC1CCN(C(=O)c2scc3c2OCCO3)CC1	-2	-5	1	-1	-12	1	-18	0	4
Cc1ccc(NNc2c(C)nc3ccccc3nc2=O)cc1	10	7	-26	-5	9	6	-1	149*	-5
CCN(C(=O)COC(=O)COc1ccc2c(C)cc(=O)oc2c1)C1CCS(=O)(=O)C1 (centres undefined)	7	-4	1	0	6	2	3	15	-3
